PglD inh = inhibitors of Campylobacter jejuni PglD acetyltransferase; inhibition, % at 12.5 µM; AID 602405; purified PglD enzyme, DTNB colorimetric CoA detection; hit rate 0.098% among 360,000; in the data active means inhibition above about 16%, passing the limit was not always enough; inconclusive means no clear call, values can overlap the other calls; further: strong numbers were not always called active
E-selectin induc = induces E-selectin expression in human endothelial cells; P16581; HUVEC E-selectin immunofluorescence imaging; normalized: neutral wells 0, TNF-alpha wells 100; activation, % at 7.58 µM; hit rate 0.37% among 260,000;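 active means mean E-selectin-positive cell signal at least 10% of the positive control, reached in at least 60% of replicates, without over 20% cell loss; inconclusive means no rule given, readout overlaps actives, possibly toxicity-flagged; inactive means the rest, including those meeting only one limit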;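 further: in these data hits start at about 27%; measured in HUVEC primary endothelial cells; signal is the percent of cells scored E-selectin positive by PE staining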
Target sequence (P16581 whole entry, looked up): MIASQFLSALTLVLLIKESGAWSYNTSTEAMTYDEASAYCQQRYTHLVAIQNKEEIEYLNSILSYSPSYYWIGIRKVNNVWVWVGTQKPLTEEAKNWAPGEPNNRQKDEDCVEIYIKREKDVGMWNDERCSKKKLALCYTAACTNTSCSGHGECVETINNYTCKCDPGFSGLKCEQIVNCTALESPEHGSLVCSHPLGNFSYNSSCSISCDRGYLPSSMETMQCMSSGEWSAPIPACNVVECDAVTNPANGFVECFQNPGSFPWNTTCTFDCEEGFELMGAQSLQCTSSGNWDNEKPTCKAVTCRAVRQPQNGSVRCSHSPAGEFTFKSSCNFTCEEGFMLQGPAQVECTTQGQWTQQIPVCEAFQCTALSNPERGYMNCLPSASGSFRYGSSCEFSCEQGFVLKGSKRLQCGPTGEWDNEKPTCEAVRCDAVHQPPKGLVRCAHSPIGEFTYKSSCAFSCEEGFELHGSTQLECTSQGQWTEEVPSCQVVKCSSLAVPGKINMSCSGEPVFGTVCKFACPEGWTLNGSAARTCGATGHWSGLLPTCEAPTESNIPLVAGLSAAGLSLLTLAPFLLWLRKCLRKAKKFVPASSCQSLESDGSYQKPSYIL
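Read-out basis: % PE-positive cells; Test system: HUVEC primary endothelial cells; Technique: immunofluorescence imaging; Dosing: single-point compound dose.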
S100A4 MyoIIA = blocks human S100A4 binding to myosin IIA peptide | inhibition, % at 10.7 µM | P26447 | S100A4/TAMRA-MyoIIA peptide fluorescence polarization | hit rate 0.14% among 360,000 | AID 652163;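 active means mean inhibition of at least 70% across replicates, with every replicate also reaching that level; inconclusive means mean inhibition reaches 70% but some replicates fall short; inactive means mean inhibition below 70%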
Target sequence (P26447 whole entry, looked up): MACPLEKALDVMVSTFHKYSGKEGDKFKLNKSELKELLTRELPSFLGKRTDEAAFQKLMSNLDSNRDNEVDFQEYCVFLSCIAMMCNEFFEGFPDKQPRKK
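Test system – S100A4 monomer (human) · Compound – single-point compound testing · Schedule – 5 min incubation before reading · Probe or stimulus – TAMRA-labelled myosin IIA heavy-chain peptide probe, 5 nM · Benchmarks – neutral control DMSO, positive control TFP · Medium – Calcium-containing HEPES buffer, pH 7.2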
C2C12 statin = suppressors of simvastatin-induced myotoxicity in C2C12 myotubes | AID 602340 | ATP luminescence, 48 h; scaled: DMSO 0, geranylgeraniol control 100 | rescue of ATP level, % at 7.49 µM | hit rate 0.78% among 330,000;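 active means mean ATP rescue above about 67%, or every replicate alone reaching that limit, limit read from the data, passing the limit was not always enough; inconclusive means no clear call, values can overlap the other calls; inactive means mean under the limit and some replicate under it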;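 further: myotubes were challenged with 10 µM simvastatin during compound exposure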
DENV2 CPE = inhibitors of DENV2 cytopathic effect; DENV2-infected cells, cytopathic effect rescue, plate reader; CPE inhibition, % at 9.99 µM; hit rate 1.7% among 350,000; in the data active means CPE inhibition above about 20%, passing the limit was not always enough; inconclusive means no clear call, values can overlap the other calls; tested in BHK-21 cells;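 further: 0% = median of neutral control wells and 100% = median of positive control wells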
SIRT5 block = blocks human SIRT5 desuccinylation of peptide | Q9NXA8 | Purified SirT5, succinyl-peptide AMC, trypsin-coupled fluorescence | inhibition, % at 15 µM | hit rate 1.1% among 330,000 | AID 652115; in the data active means inhibition above about 15%; inconclusive means no clear call, values can overlap the other calls
Target sequence (Q9NXA8 whole entry, looked up): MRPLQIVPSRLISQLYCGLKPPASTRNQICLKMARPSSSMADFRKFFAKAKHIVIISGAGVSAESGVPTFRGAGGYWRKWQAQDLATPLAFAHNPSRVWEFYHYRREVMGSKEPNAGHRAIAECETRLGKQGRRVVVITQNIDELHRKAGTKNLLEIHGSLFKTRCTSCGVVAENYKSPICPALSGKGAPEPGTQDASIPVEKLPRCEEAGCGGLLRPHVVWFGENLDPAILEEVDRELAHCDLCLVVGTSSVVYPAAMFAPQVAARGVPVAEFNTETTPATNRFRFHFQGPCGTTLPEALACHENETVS
ERp5 inh = ERp5 (human) disulfide isomerase inhibition; Q15084; ERp5 insulin aggregation, absorbance 650 nm, 90 min; inhibition, % at 9.99 µM; hit rate 0.05% among 350,000; AID 651711;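 active means mean replicate inhibition above about 25%, with every replicate also reaching it, limit read from the data, passing the limit was not always enough; inconclusive means only one of those two criteria met; inactive means neither criterion met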
* hit, by the source's call; ? = inconclusive; . = no result given. Only part of the results is shown, so the mix of outcomes need not match the whole.

SMILES	PglD inh	E-selectin induc	S100A4 MyoIIA	C2C12 statin	DENV2 CPE	SIRT5 block	ERp5 inh
CC(C)C[C@@]12C(=O)N(c3cccc(F)c3)C(=O)N1[C@H](c1ccc(F)cc1)[C@@H]1C(=O)N(C3CCCCC3)C(=O)[C@@H]12	-3.7	-0.1	-3.9	-16.2	-2.9	.	0.7
COc1ccc2c3c([nH]c2c1)[C@H](CO)N(C(=O)c1ccccc1)CC31CN(C(=O)NC(C)C)C1	.	0.1	-1.9	.	12.6	.	-0.6
O=S(=O)(NC[C@@H]1[C@H](c2ccccc2)[C@H](CO)N1CC1CC1)c1ccccc1	-2.1	0.9	-2.1	2.1	-8.8	-7.4	2.9
O=c1[nH]c(=O)c2[nH]c(=S)n(-c3ccccc3)c2[nH]1	-4.1	0.0	0.8	4.1	3.0	-5.6	-1.8
C[C@H]1CN([C@@H](C)CO)C(=O)c2ccccc2-c2ccccc2CO[C@H]1CN(C)C(=O)C1CC1	0.5	-0.5	-3.6	.	0.5	-1.2	3.4
CCc1nnc(NC(=O)CCC(=O)NC2CCCCCCC2)s1	0.7	.	-1.6	-3.0	?	-5.4	0.1
O=C(C[C@H]1CC[C@H]2[C@@H](COC[C@H](O)CN2S(=O)(=O)c2ccccc2)O1)NCc1ccc2c(c1)OCO2	-1.2	-0.1	-10.2	-3.0	-7.0	-0.7	6.8
CCn1c(C(=O)N2CCC(C(=O)NCc3ccc(OC)cc3)CC2)cc2sccc21	-1.8	.	-5.7	6.6	13.9	-8.2	-11.5
CC(C)CNc1nc(N)c([N+](=O)[O-])c(NC2CCCCC2)n1	-1.1	0.1	0.3	8.7	-1.3	-4.5	3.4
CN(C)CC(O)COC(c1ccc(Cl)cc1)c1ccc(Cl)cc1 (stereo not drawn)	-2.6	3.1	4.1	-53.6	2.2	-1.0	0.1
O=C(N[C@@H]1CC[C@@H](CC(=O)N2CCOCC2)O[C@H]1CO)c1ccccn1	3.9	0.0	6.9	3.1	11.5	4.4	-1.4
CC(C)(C)C(=O)OC/C(N)=N/OC(=O)c1ccc(Cl)cc1	2.3	0.1	0.6	.	3.6	-5.2	0.9
CO[C@H]1CN(C)C(=O)c2cc(NC(=O)C3CCCCC3)ccc2OC[C@@H](C)N(Cc2cccnc2)C[C@@H]1C	-1.6	0.0	3.6	1.2	-3.1	-1.1	-7.0
CC=Cc1ccc2n(c1=O)C[C@H]1[C@H](CO)[C@@H](C(=O)NC3CCC3)[C@@H]2N1S(=O)(=O)c1cn(C)cn1 (mixture of isomers)	0.3	-0.1	10.6	23.4	?	-32.1	0.8
C[C@@H]1CN([C@@H](C)CO)C(=O)c2cc(NC(=O)Nc3ccc(F)cc3)ccc2O[C@H]1CN(C)Cc1ccc2c(c1)OCO2	-9.3	-3.1	-3.6	-51.7	0.6	1.5	-8.2
CCOC(=O)Cc1nnc(NC(=O)C(CC)Sc2nc(C)cc(=O)[nH]2)s1 (stereo not drawn)	1.4	2.9	-2.7	-6.4	-16.9	4.7	3.6
O=C(CN1C(=O)c2cccc3cccc(c23)C1=O)N1CCCCCC1	-1.4	.	-2.5	7.5	1.5	-1.8	-2.7
NC(=O)[C@@H]1CCCN1C(=O)[C@H]1O[C@@H](n2ccc(N)nc2=O)[C@H](O)[C@@H]1O	.	-0.4	-1.6	.	-1.6	-1.8	-1.4
COc1cc(C2NC(=O)CCC2[N+](=O)[O-])cc(OC)c1OC (stereo not drawn)	-5.7	0.2	-2.2	-1.9	-3.1	0.3	-0.7
COc1cccc(OC)c1OC(=O)/C=C/c1ccc(C)o1	-6.7	.	-2.5	-8.8	-5.2	-0.7	-0.7
CCCNC(=O)N(C)C[C@@H]1Oc2ncc(-c3ccc(OC)cc3)cc2C(=O)N([C@@H](C)CO)C[C@H]1C	-1.5	0.0	-0.6	1.4	0.7	-2.6	3.1
CC(C)C[C@H]1CN(CCCC[C@H]2CNC(=O)C(=O)N2CC2CCCCC2)C(=O)C(=O)N1Cc1ccccc1	.	0.5	-4.3	.	17.6	0.3	-1.0
CCN1[C@H](C(=O)Nc2nccs2)[C@@H](CO)[C@@H]2Cn3c(ccc(/C=C/c4ccccc4)c3=O)[C@@H]21	.	-0.5	-7.1	.	-2.0	.	-0.4
CNS(=O)(=O)c1cc(NC(=O)CCNC(=O)c2ccco2)ccc1C	2.3	0.1	1.7	5.6	1.7	0.5	-1.0
CCO/N=C1\C(=O)N(c2ccccc2)c2ccccc21	.	.	10.4	.	-4.5	2.2	2.6
CCOc1ccc(N(CC(=O)N2CCc3ccccc32)S(=O)(=O)c2c(C)noc2C)cc1	3.8	.	4.5	-8.1	-4.1	.	3.6
COc1ccc(S(=O)(=O)Nc2nc3c(s2)C(=O)CC(C)(C)C3)cc1	3.0	.	-0.5	-4.0	1.3	1.5	-0.4
NS(=O)(=O)c1cccc(NC(=O)CNC(=O)CC23CC4CC(CC(C4)C2)C3)c1	1.9	7.4	-1.9	-3.4	19.5	11.5	-10.0
CC(OC(=O)c1cccc([N+](=O)[O-])c1)C(=O)NCc1ccc2c(c1)OCO2 (stereo not drawn)	-9.1	.	-1.2	0.5	16.6	1.6	-4.7
C[C@@H]1CN([C@H](C)CO)C(=O)c2cc(NC(=O)Nc3ccccc3)ccc2O[C@H]1CN(C)Cc1ccc(-c2ccccc2)cc1	3.1	0.3	2.2	11.9	-26.7	1.9	-2.0
CCC(C)[C@H](NC(=O)Nc1ccc2c(c1)OCCO2)C(=O)OC (stereo partly drawn)	.	-0.1	-3.6	.	-1.2	-1.5	-1.8
C[C@H](CO)N1C[C@H](C)[C@@H](CN(C)C(=O)NC2CCCC2)Oc2ncc(-c3ccc(F)cc3)cc2C1=O	-1.8	0.6	-9.9	24.8	-2.4	.	-5.6
C=CCn1c(SCC(=O)c2ccc(OC)cc2)nnc1-c1ccc2c(c1)OCO2	.	.	-7.8	.	0.3	-0.8	-1.1
Cc1ccc(-c2ccc3c(c2)O[C@H](CN(C)C(=O)Nc2ccccc2)[C@@H](C)CN([C@H](C)CO)S3(=O)=O)cc1	-2.0	0.4	0.7	2.4	-1.8	13.6	-2.0
CC(OC(=O)Cc1cccc(C(F)(F)F)c1)C(=O)Nc1ccc(Cl)cn1 (stereo not drawn)	-4.9	0.0	-2.5	9.3	-3.0	5.3	7.5
OCCN1CCN(c2ncnc3c2ncn3[C@H]2CN(Cc3cccs3)C[C@@H](CO)O2)CC1	-1.1	-0.4	2.6	0.8	3.4	-3.2	0.4

Retrieved one by one from the list above (five):
SMILES	PglD inh	E-selectin induc	S100A4 MyoIIA	C2C12 statin	DENV2 CPE	SIRT5 block	ERp5 inh
C[C@@H]1CN([C@@H](C)CO)C(=O)c2cc(NC(=O)Nc3ccc(F)cc3)ccc2O[C@H]1CN(C)Cc1ccc2c(c1)OCO2	-9.3	-3.1	-3.6	-51.7	0.6	1.5	-8.2
COc1ccc2c3c([nH]c2c1)[C@H](CO)N(C(=O)c1ccccc1)CC31CN(C(=O)NC(C)C)C1	.	0.1	-1.9	.	12.6	.	-0.6
CC(C)(C)C(=O)OC/C(N)=N/OC(=O)c1ccc(Cl)cc1	2.3	0.1	0.6	.	3.6	-5.2	0.9
O=S(=O)(NC[C@@H]1[C@H](c2ccccc2)[C@H](CO)N1CC1CC1)c1ccccc1	-2.1	0.9	-2.1	2.1	-8.8	-7.4	2.9
CNS(=O)(=O)c1cc(NC(=O)CCNC(=O)c2ccco2)ccc1C	2.3	0.1	1.7	5.6	1.7	0.5	-1.0

(continued)
SMILES	PglD inh	E-selectin induc	S100A4 MyoIIA	C2C12 statin	DENV2 CPE	SIRT5 block	ERp5 inh
O=C(OCc1cccnc1)C1=Cc2ccccc2OC1	.	.	-3.7	.	1.5	1.0	3.0
O=C(Nc1ccc(Cl)c(Cl)c1)N[C@H]1CC[C@@H](CCn2cc(C3CC3)nn2)O[C@@H]1CO	4.5	-0.2	1.9	-3.0	4.3	-0.8	4.9
CN1CCN(c2ccc(Cl)cc2NC(=O)c2ccc([N+](=O)[O-])cc2)CC1	-3.0	-0.7	0.5	-11.6	-2.0	-2.7	6.1
O=C(C1=C(O)C(=O)N(CCOCCO)C1c1ccccn1)c1cccs1 (stereo not drawn)	0.2	.	1.8	.	0.7	2.5	7.0
CC12COC3(C(N)=O)CC1CCC32C (stereo not drawn)	.	.	-0.4	.	8.9	0.1	-69.2
C[C@H](CO)N1C[C@H](C)[C@@H](CN(C)CC2CC2)Oc2c(NC(=O)Nc3ccccc3)cccc2C1=O	4.7	-2.2	-1.7	-14.5	6.1	-0.2	-1.8
O=C1OCC(c2ccccc2)=C1c1ccccc1[N+](=O)[O-]	.	3.8	-0.9	.	1.1	4.3	3.7
O=C(CC1CC1)N1CC(=O)N2[C@H](CO)[C@H](c3ccc(/C=C/c4ccccc4)cc3)[C@@H]2C1	.	0.0	-1.2	.	1.1	4.2	-0.7
O=C(C[C@H]1CC[C@H](NC(=O)Cc2cccnc2)[C@@H](CO)O1)Nc1ccccc1	.	-0.5	2.7	.	11.0	-5.0	-6.8
COc1ccccc1OCCC(=O)OCC(=O)Nc1cc(S(=O)(=O)N(C)C)ccc1Cl	-0.1	0.6	1.8	0.5	-3.9	-0.2	-6.3
CC(C)c1ccc(N(CC(=O)NCC2CCCO2)C(=O)Cn2nnc(-c3cccs3)n2)cc1 (stereo not drawn)	-1.5	1.1	0.8	-6.9	4.4	-0.2	3.6
O=C(C[C@@H]1CC[C@@H]2[C@H](COC[C@H](O)CN2S(=O)(=O)c2ccc(F)cc2)O1)NCc1ccncn1	1.3	0.2	-0.8	1.8	1.0	-2.2	0.6
Cc1noc(C)c1NC(=O)N(C)C[C@H]1OCCCC[C@H](C)Oc2ccc(NS(=O)(=O)c3ccccc3)cc2C(=O)N([C@@H](C)CO)C[C@@H]1C	-0.9	-0.1	7.9	.	0.0	-3.2	-0.7
Cn1c(-c2ccc3c(c2)OCO3)c(C(=O)O)c(=O)c2ccccc21	.	.	2.1	.	-4.4	-2.1	6.0
O=C(CCc1nc2ccccc2c(=O)[nH]1)Nc1nc(-c2cccs2)cs1	.	0.9	5.8	-1.0	-3.0	-1.4	-8.0
CO[C@H]1CN(C)C(=O)c2ccc(NS(=O)(=O)c3ccccc3)cc2OC[C@H](C)N(C)C[C@@H]1C	.	0.0	3.8	.	-7.4	-2.8	-4.1
S=c1nc2c(n[nH]1)c1ccccc1n2CCc1ccccc1	0.8	-0.3	0.2	-21.5	11.9	-1.9	-0.2
O=C(COC(=O)c1ccc2c(c1)OCCO2)NCCc1ccccc1	-6.8	.	-5.6	1.3	0.4	0.5	-9.5
COCCNc1nc(Oc2cccc3ccccc23)c2sccc2n1	-0.3	3.5	-7.4	.	13.2	-0.5	-1.3
C[C@@H]1CN([C@@H](C)CO)C(=O)c2cc(NC(=O)NC3CCCCC3)ccc2O[C@@H]1CN(C)CC1CCCCC1	-0.7	.	22.0	-2.5	60.5*	-1.2	2.6
Cc1cc2ccccc2nc1SCC(=O)NC1CCCCC1	.	.	1.2	.	1.0	-0.3	-6.5
C[C@@H]1CN([C@H](C)CO)C(=O)Cc2cc(NC(=O)Nc3ccc(C(F)(F)F)cc3)ccc2O[C@H]1CN(C)Cc1ccncc1	5.3	.	0.5	-11.5	-7.4	10.5	-3.4
CCOC(=O)N1CCN(C(=O)Cn2nc(C)n3nc(-c4ccc(OC)cc4)cc3c2=O)CC1	3.7	.	-1.6	4.3	-1.5	-3.2	-0.5
Cc1ccc2nc(C)cc(C(=O)Nc3nccs3)c2c1	-0.8	0.7	10.4	13.4	-3.2	-2.7	3.1
CCCN(C)C[C@H]1OCCCC[C@@H](C)Oc2ccc(NC(=O)NC(C)C)cc2C(=O)N([C@H](C)CO)C[C@@H]1C	1.0	.	0.2	.	0.0	1.1	-1.1
CCN(CC)C(=O)C1CCC(CNS(=O)(=O)c2cccc3cccnc23)CC1 (stereo not drawn)	0.4	.	-0.6	-7.9	7.3	.	-7.0
